TRPV1 ag: human TRPV1 agonism. Q8NER1. TRPV1-expressing cells, Fluo-8 calcium influx, agonist mode. AID 540275. 320,000 tested, 0.19% active. activation, % at 8.33 µM; in the data active = activation above about 80%; inconclusive = between about 30% and that limit; also: 0% is about no effect
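TRPV1-expressing cells were cultured overnight at 35.5C and loaded with Fluo-8 calcium dye for 40 to 90 min at room temperature. After a 10 s baseline, compound was added and calcium influx was read kinetically for 3 min (ex 480/em 520 nm).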
ELG1 genotox: inducers of genotoxicity in HEK293T ELG1-luciferase cells | AID 504466 | Potency, µM (doses to about 46 µM), without a hit: at the highest dose activity change, positive = activation, hits mostly activators | HEK293T ELG1-luciferase reporter, luminescence, 16 h | 330,000 tested, 1.3% active; also: potency is read from the fitted curve at half-maximal effect; % of control where 0% means no effect; nearly all actives have a fitted effect of over 60% in size
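16 hr compound incubation (37 °C, 5% CO2) of HEK293T cells carrying luciferase-tagged ELG1; luciferase then measured by ONE-Glo luminescence after 30 min at RT.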
p53 reactivator: re-activators of mutant p53; H1299 p53-A138V BP100-luciferase reporter, luminescence, 24 h; 320,000 tested, 0.063% active; Potency, µM (top dose mostly 92.2 µM), without a hit: at the top dose activity change, positive = activation, actives largely listed as activators; AID 504706; also: potency is read from the fitted curve at half-maximal effect; % of control where 0% means no effect; nearly all actives have a fitted effect of over 45% in size
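p53-null H1299 cells stably carrying temperature-sensitive p53-A138V and a BP100-luciferase reporter were pinned with compounds (4-point, 1:5 series) and held 24 hrs at 37 deg C. Luminescence was read 10 min after detection reagent.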
a7 integrin act: activates integrin-mediated alleviation for muscular dystrophy; alpha7betagal myoblasts, beta-gal FDG fluorescence, 48 h; Potency, µM (series often up to 38.3 µM), without a hit: at the top dose activation, most hits filed as activators; AID 624291; 350,000 tested, 0.064% active;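 also: potency is read from the fitted curve at half-maximal effect; 100% = response of the positive control SU9516; nearly all actives have a fitted effect of over 60% in size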
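Alpha7betagal+/- myoblasts (passage 13) were plated 16-24 hr, then exposed to compounds (1:260 dilution of DMSO stock) for 48 hours at 37C. After MPER lysis, β-galactosidase reporter activity was read as FDG fluorescence (ex 480/em 540) after 30 minutes.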
PTAP TSG101 blk: blocks PTAP/TSG101 interaction to inhibit HIV-1 budding; Fluorescence polarization, FITC-PTAP peptide / Tsg101 binding; Q99816; Potency, µM (top dose mostly 115 µM), inactives show at the top dose activity change, negative = inhibition, hits mostly inhibitors; 340,000 tested, under 10 active; active = well fitted inhibition curve with a large enough effect in the main read-out, with a control signal flat, not every such curve was filed as active; inconclusive = small, poorly fitted or top-dose-only effect, or effect the other way, or a change in a side signal; inactive = no such curve, though single readings can be large or run the other way; also: potency is read from the fitted curve at half-maximal effect; % of control where 0% means no effect
Target sequence (Q99816 whole entry, looked up): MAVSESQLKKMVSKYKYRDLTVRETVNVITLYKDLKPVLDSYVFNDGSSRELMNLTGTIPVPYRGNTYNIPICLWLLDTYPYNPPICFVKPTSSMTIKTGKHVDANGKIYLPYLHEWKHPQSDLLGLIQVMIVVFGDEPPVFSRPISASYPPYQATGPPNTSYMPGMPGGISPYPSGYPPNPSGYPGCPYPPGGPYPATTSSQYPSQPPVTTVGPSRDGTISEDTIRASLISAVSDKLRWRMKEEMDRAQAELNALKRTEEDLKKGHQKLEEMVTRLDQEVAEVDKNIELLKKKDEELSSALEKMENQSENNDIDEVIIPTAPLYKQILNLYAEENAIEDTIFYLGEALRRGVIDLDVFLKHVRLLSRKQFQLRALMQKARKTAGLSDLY
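Tsg101 binding domain (10 uM final) was mixed with compound and a FITC-labeled PTAP peptide (50 nM final) in HEPES pH 7.5 buffer with NaCl, Tween 20, EDTA and TCEP; fluorescence polarization was read after 20 min at r.t.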
S-ASM inh: human S-ASM enzyme inhibition | P17405 | placental ASM, HMU-PC fluorogenic substrate, 60 min | Potency, µM (top dose mostly 57.5 µM), inactives show at the highest dose activity change, negative = inhibition, actives largely listed as inhibitors | 340,000 tested, 0.006% active | AID 504937; also: potency is read from the fitted curve at half-maximal effect
Target sequence (P17405 47-631 limits assumed): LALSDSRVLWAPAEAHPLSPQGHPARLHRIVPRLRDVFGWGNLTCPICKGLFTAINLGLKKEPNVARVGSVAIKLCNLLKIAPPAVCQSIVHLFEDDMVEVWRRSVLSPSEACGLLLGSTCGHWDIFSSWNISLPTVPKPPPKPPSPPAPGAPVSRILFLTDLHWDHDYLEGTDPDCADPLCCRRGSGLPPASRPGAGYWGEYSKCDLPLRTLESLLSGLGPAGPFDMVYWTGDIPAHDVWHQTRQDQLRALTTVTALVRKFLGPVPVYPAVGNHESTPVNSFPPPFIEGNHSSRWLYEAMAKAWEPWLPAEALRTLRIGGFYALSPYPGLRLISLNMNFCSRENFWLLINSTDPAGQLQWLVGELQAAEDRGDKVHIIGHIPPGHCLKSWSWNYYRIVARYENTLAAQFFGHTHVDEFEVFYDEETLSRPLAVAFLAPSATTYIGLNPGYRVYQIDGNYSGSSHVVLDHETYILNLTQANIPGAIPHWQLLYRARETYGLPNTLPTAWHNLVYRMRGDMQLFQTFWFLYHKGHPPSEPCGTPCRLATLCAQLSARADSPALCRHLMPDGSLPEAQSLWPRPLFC
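qHTS format. ASM enzyme prepared from human placenta hydrolyses the fluorogenic substrate HMU-PC0 (9 uM final) over 60 min at 37 °C after a 10 min compound preincubation.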
BRCA1 expr act: BRCA1 expression activation. MCF7-BRCA1-FFLuc reporter, luminescence, 48 h; response scale: scaled: vehicle 0%, 10 µM genistein 100%. Potency, µM (titrated, usually from 46.1 µM), inactives show at the top dose activation, usual class: activators. 380,000 tested, 1.1% active. AID 624202; also: potency is read from the fitted curve at half-maximal effect; nearly all actives have a fitted effect of over 80% in size; some results filed as inactive show a strong effect at the top dose
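Reporter cells (MCF7, BRCA1 promoter-firefly luciferase) received library compounds across a concentration series for 48 h. End-point luminescence was measured and concentration-effect curves derived after normalization.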
uPA surface inh: cell surface uPA generation inhibition; Potency, µM (highest dose often 38.3 µM), inactives show top-dose activity change, negative = inhibition, hits mostly inhibitors; cell surface uPA generation assay, qHTS; 330,000 tested, 0.31% active; active = well fitted inhibition curve with a large enough effect; inconclusive = small, poorly fitted or top-dose-only effect; inactive = no such curve, though single readings can be large or run the other way; tested in mouse RAW 264.7 cells; also: potency is read from the fitted curve at half-maximal effect; % is scaled to controls: 0 for no effect and ±100 for the full control effect; nearly all actives have a fitted effect of over 55% in size
Eya2 inh: blocks the phosphatase activity of human Eya2. AID 488837. recombinant Eya2, OMFP fluorescence dephosphorylation (OMFP is methylfluorescein phosphate). 330,000 tested, 0.006% active. Potency, µM (series often up to 76.9 µM), without a hit: top-dose activity, negative = inhibition, most hits filed as inhibitors. O00167; also: potency is read from the fitted curve at half-maximal effect; % is scaled to controls: 0 for no effect and ±100 for the full control effect
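Eya2 protein (added as 0.2 uM solution) was preincubated with compound for 10 min at ambient temperature in 50 mM HEPES pH 7.5, 50 mM NaCl, 5 uM MgCl2, 0.05% BSA, 1 mM DTT. OMFP (added at 50 uM) then reacted 10 min; fluorescence read at 485/525 nm.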
USP2a inh: inhibitors of human ubiquitin-specific protease USP2a | USP2 core, Ub-CHOP2 coupled fluorogenic reporter, 485/531 | Potency, µM (titrated, usually from 38.3 µM), without a hit: top-dose activity change, negative = inhibition, usual class: inhibitors | AID 463254 | 330,000 tested, 0.01% active | O75604;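 also: potency is read from the fitted curve at half-maximal effect; plate controls were DMSO wells for no effect and full inhibition by NEM control for full effect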
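Deubiquitinase activity read as fluorescence (485/531 nm) after Ub-CHOP2 cleavage activates the enterokinase reporter on its substrate; USP2 core 10nM, Ub-CHOP2 and substrate 25nM each, 30min compound preincubation then 60min RT; data normalized to NEM, curves fitted.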
B2AR arrestin: beta2AR (human) beta-arrestin recruitment activity; 330,000 tested, 0.02% active; beta-arrestin recruitment to beta2AR, cell-based reporter; Potency, µM (titrated, usually from 46.1 µM), inactives show at the highest dose activation, usual class: activators; AID 492947; P07550;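 also: potency is read from the fitted curve at half-maximal effect; 0% = DMSO controls and full agonism = EC100 isoproterenol or metaproterenol; nearly all actives have a fitted effect of over 65% in size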
* = called active by the depositor; ? = inconclusive; nt = not tested or not shown; [ ] = remark or other dose. Unless noted, calls follow the shape of the dose curve; as a rule, active = well fitted curve in the direction sought with a large enough effect; inconclusive = small, poorly fitted or top-dose-only effect, or another doubt; inactive = no such curve, though single readings can be large; an effect the other way counts as inactive or inconclusive. Hits appear at their usual frequency. Share with any hit: about 2.6%.

Values run as follows: TRPV1 ag	ELG1 genotox	p53 reactivator	a7 integrin act	PTAP TSG101 blk	S-ASM inh	BRCA1 expr act	uPA surface inh	Eya2 inh	USP2a inh	B2AR arrestin
1	Cc1ccc(C)c(NC(=O)c2cnccn2)c1
  -3	3%	10%	-1%	-1%	0%	4%	-1%	9%	-1%	-0.4%
2	C=C(C)Cn1c(C)cc(C)c(S(=O)(=O)c2ccccc2C)c1=O
  18	0%	-15%	-22%	0%	-5%	-44%	4%	-13%	3%	0.2%
3	O=C(NCC1CCCCC1)c1ccc(=O)[nH]c1
  1	11%	-3%	?	0%	-1%	0%	-3%	13%	0%	-0.2%
4	CC(=O)C1C(=O)CC(c2ccc(Cl)cc2)CC1=O (stereo not given)
  14	0%	1%	-11%	1%	-1%	-16%	1%	3%	7%	-0.5%
5	CCOc1cc(C(=O)Nc2cccnc2)cc(OCC)c1OCC
  ?	-4%	nt	-24%	-1%	4%	-72%	-14%	-12%	0%	-0.6%
6	O=C(CN1CCN(S(=O)(=O)c2ccc(F)cc2)CC1)Nc1ccc2c(c1)OCCO2
  -2	-1%	3%	-36%	0%	0%	-17%	-8%	-1%	-1%	3.6%
7	O=C(NCCNc1ccc([N+](=O)[O-])cc1)c1cccc2c(Br)cccc12
  2	-9%	-8%	-13%	-4%	-4%	-36%	0%	-8%	-7%	-1.7%
8	O=C(CSc1ccc2c(c1)OCCO2)Nc1cccnc1
  11	-7%	1%	8%	-2%	4%	7%	3%	4%	0%	-0.7%
9	Cc1ccc(Cn2nnc3c(=O)n(CC(=O)NCc4ccccc4)cnc32)cc1
  -1	9%	-4%	-7%	1%	2%	-29%	?	7%	4%	0.1%
10	Cc1onc(-c2c(Cl)cccc2Cl)c1C(=O)N1CCN(c2ccccc2F)CC1
  14	-14%	5%	-3%	-2%	0%	-19%	3%	5%	1%	-0.4%
11	CCN1CCCC1CNc1ncnc2c1[nH]c1ccc(Cl)cc12 (stereo not given)
  -4	-1%	?	-68%[inhibitor]	2%	-4%	-39%	1%	0%	-2%	-0.6%
12	O=C(NCc1cccnc1)c1ccc(Cn2cc(C(F)(F)F)ccc2=O)cc1
  -6	-1%	0%	14%	-3%	-1%	-17%	0%	-21%	0%	0.0%
13	CC/C(=N\NC(=O)c1nnn(-c2nonc2N)c1CN(C)c1ccccc1)c1ccccc1
  3	-2%	5%	?	1%	1%	-79%	-12%	2%	3%	-0.6%
14	CCC1=Nc2ccccc2NC2=C1C(=O)CCC2
  7	?	18%	3%	-2%	-1%	-9%	6%	16%	2%	0.3%
15	CCCCCCN1C=CC(=C2C(=O)c3ccccc3C2=O)C=C1
  3	0.18µM*	-4%	?	8%	?	-58%[inhibitor]	?	5%	0%	0.5%
16	COc1cc(NC(=O)c2ccc(Br)cc2)c(OC)cc1NC(=O)c1ccccc1
  1	1%	5%	-18%	-4%	203%[activator]	-17%	14%	?	0%	4.2%
17	Nc1cc(=O)[nH]c(SCC(=O)Nc2cccc(S(=O)(=O)N3CCCCCC3)c2)n1
  nt	1%	0%	1%	-4%	1%	0%	-3%	9%	0%	-0.6%
18	Cn1cnc2c1c(=O)n(Cc1ccccc1C#N)c(=O)n2C
  -5	-1%	2%	7%	-2%	4%	-2%	-2%	4%	2%	-0.9%
19	Cc1nc2sccn2c(=O)c1S(=O)(=O)NCCc1ccc(Cl)cc1
  2	0%	6%	0%	-7%	3%	2%	-17%	-1%	-1%	-0.1%
20	S=C(Nc1ccccc1Cl)NC1CCN(Cc2ccccc2)CC1
  5	-1%	6%	-32%	0%	nt	-15%	-4%	1%	3%	-0.2%
21	Clc1ccccc1CSc1nc2ccncc2[nH]1
  5	18µM*	?	4%	-3%	-5%	?	4µM*	-6%	0%	-0.8%
22	C=CCSc1ncc(-c2ccccc2)cn1
  13	15%	?	36%	-2%	1%	80%	0%	7%	0%	0.3%
23	O=C(N/N=C/c1ccc(O)cc1O)c1ccc(NC(=O)C2CCCCC2)cc1
  16	?	24%	-38%	-3%	64%[activator]	-72%	?	-7%	0%	-0.2%
24	COc1ccccc1N1CCN(C(=O)C(=O)N/N=C/c2ccccc2F)CC1
  1	1%	-7%	-12%	0%	-1%	-8%	7%	-1%	1%	-0.5%
25	COc1ccc(-c2cc(-c3c(O)c(OC)c4occc4c3OC)[nH]n2)cc1
  0	-2%	11%	-35%	-2%	-14%	-55%	nt	-20%	0%	0.0%
26	CCCn1c(CN2CCN(C(=O)OCC)CC2)nc2cc(NC(=O)C(C)C)ccc21
  1	-5%	-3%	-45%[inhibitor]	0%	-1%	-40%	?	-15%	0%	-0.1%
27	CCOC(=O)Cc1csc(SCC(=O)Nc2sc3c(c2C(N)=O)CCC3)n1
  1	1%	-1%	3%	4%	-2%	28%	4%	3%	0%	0.4%
28	CCOC(=O)CNC(=O)COc1ccc(Cl)cc1Br
  0	7%	-7%	-10%[7.66 µM]	-6%	1%	7%	1%	-27%	-2%	0.1%
29	CC(=O)Oc1ccc(C(=O)Nc2ccccc2C(=O)Nc2ccc(C(=O)O)cc2)cc1
  -1	-1%	8%	20%	-8%	1%	-23%	-12%	2%	1%	0.2%
30	CN(C(=O)c1cccc(C(F)(F)F)c1)C1CCCc2ccccc21 (stereo not given)
  12	-1%	1%	-18%	-4%	-1%	-8%	-2%	-18%	3%	-0.1%
31	N/C(=N\OS(=O)(=O)c1cccc([N+](=O)[O-])c1)c1ccncc1
  1	0%	-5%	-18%	1%	0%	-6%	4%	6%	2%	-0.4%
32	C/C(=C\COc1cc(=O)[nH]c2ccccc12)CCC(O)C(C)(C)O (stereo not given)
  -3	-4%	3%	-55%[inhibitor]	-1%	-8%	-34%	0%	-4%	3%	-0.4%
33	CCn1cc(C(=O)NC(C)C2CC3CCC2C3)cn1 (stereo not given)
  6	3%	-4%	-1%	-4%	5%	18%	1%	-2%	-1%	-1.7%
34	Cc1ccc(NCc2nnc(SCC#N)o2)c(C)c1
  0	4%	16%	-24%	-5%	0%	-1%	-7%	10%	-2%	0.0%
35	COC(=O)[C@]1(Cc2ccccc2)N[C@H](CN(C)S(=O)(=O)c2ccc(F)cc2)[C@@H]2C(=O)N(Cc3ccccc3)C(=O)[C@@H]21
  nt	-1%	-5%	4%	-7%	-1%	-17%	-7%	6%	1%	-0.5%
36	CC(=O)Nc1c(C#N)c(C(C)(C)C)cn1C
  -2	1%	-6%	-7%	-5%	4%	-11%	11%	6%	3%	0.0%
37	CCN(CC)S(=O)(=O)c1cccc(NC(=O)/C=C/c2ccc([N+](=O)[O-])cc2)c1
  6	-1%	-11%	0%	-3%	0%	-23%	1%	-4%	1%	0.4%
38	Cc1ccc(S(=O)(=O)N2CCN(S(=O)(=O)c3cccs3)CC2)cc1
  -3	?	?	39%	0%	-1%	8%	-2%	-3%	-1%	-0.2%
39	CCOc1cc2c(cc1O)C(=NO)CC1C2CCC2(C)C(O)CCC12 (stereo not given)
  nt	nt	nt	-25%	0%	-7%	?	-10%	nt	nt	nt
40	Nc1nc2c(ncn2C2CCCC2)c(=O)[nH]1
  nt	nt	nt	-22%	-2%	-2%	-17%	2%	nt	nt	nt
41	COc1ccc(CC(=O)N[C@@H]2c3ccccc3CC[C@H]2OCc2ccccc2)cc1
  nt	-1%	-3%	-3%	-1%	1%	-20%	15%	5%	-1%	-1.1%
42	Cc1cccc(NC(=O)CC2C(=O)NCCN2C(=O)Nc2ccc(Cl)cc2)c1 (stereo not given)
  4	-1%	-3%	-39%	0%	-24%	8%	-4%	4%	-8%	0.0%
43	CCC(C)[C@H](NC(=O)NC1CCCc2ccccc21)C(=O)O (stereo not given in full)
  0	0%	8%	11%	-3%	4%	-1%	nt	-8%	1%	-0.2%
44	COc1ccc(C(=O)c2ccccc2)c(OCC(=O)N(C)C)c1
  -4	-1%	-3%	-3%	3%	2%	-9%	2%	-14%	2%	0.0%
45	Cc1ccc(S(=O)(=O)CCC(=O)OCC(=O)N2CC(=O)Nc3ccccc32)cc1
  1	1%	14%	-26%	-2%	2%	-10%	2%	3%	7%	-0.3%
46	CCCCNC(=O)C1CC(c2ccc(C(F)(F)F)cc2)=NO1 (stereo not given)
  ?	3%	0%	6%	-4%	0%	0%	8%	-9%	4%	0.3%
47	COc1ccc(CNCCSc2nnnn2C)cc1OC
  -1	4%	?	-13%	-2%	4%	-6%	nt	5%	0%	0.4%
48	CCC(C)NC(=O)CSc1ncccc1C(=O)O (stereo not given)
  1	1%	-3%	10%	-4%	0%	14%	-5%	5%	0%	-0.1%
